IDH1 R132H inh – inhibitors of human mutant IDH1 R132H | Potency, µM (doses to about 76.6 µM), without a hit: at the highest dose activity change, negative = inhibition, actives largely listed as inhibitors | O75874 | AID 602179 | 390,000 tested, 0.093% active | IDH1-R132H enzyme, NADPH consumption, diaphorase/resazurin fluorescence; further: nearly all actives have a fitted effect of over 65% in size
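IDH1-R132H (0.5 ug/mL dispensed) in pH 7.5 Tris buffer was preincubated 30 min with compound, then given a substrate mix of 0.016 mM NADPH and 2 mM alpha-KG for 80 min at room temperature; remaining NADPH was read by diaphorase/resazurin fluorescence.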
USP1-UAF1 inh – USP1/UAF1 (human) deubiquitinase inhibition. recombinant USP1/UAF1, Ub-Rhodamine cleavage fluorescence. Potency, µM (top dose mostly 57.1 µM), without a hit: top-dose activity change, negative = inhibition, usual class: inhibitors. 390,000 tested, 0.23% active; further: nearly all actives have a fitted effect of over 60% in size; inactives centre near -12
Target sequence (O94782 whole entry, looked up): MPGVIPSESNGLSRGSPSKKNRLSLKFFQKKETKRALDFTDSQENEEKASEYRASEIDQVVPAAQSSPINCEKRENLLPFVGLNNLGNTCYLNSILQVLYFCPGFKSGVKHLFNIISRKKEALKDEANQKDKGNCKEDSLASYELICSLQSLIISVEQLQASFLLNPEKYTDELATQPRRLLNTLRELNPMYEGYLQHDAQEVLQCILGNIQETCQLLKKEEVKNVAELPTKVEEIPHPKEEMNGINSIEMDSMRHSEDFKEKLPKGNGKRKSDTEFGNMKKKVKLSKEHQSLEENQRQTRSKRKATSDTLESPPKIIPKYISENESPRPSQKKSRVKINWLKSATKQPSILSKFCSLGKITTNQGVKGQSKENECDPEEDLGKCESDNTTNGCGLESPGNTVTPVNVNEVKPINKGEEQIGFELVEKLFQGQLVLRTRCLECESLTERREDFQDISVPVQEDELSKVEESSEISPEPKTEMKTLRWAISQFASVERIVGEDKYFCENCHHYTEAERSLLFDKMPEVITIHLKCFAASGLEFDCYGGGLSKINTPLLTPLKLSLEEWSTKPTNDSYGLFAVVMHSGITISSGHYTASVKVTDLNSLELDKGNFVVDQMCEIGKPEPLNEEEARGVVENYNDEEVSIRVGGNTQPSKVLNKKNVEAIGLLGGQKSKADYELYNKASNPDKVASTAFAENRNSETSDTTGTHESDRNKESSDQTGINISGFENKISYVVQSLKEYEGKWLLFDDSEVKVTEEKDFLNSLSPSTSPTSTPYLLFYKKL
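Step one: compound is pinned into 1nM USP1/UAF1 in HEPES pH 7.8 buffer with TCEP. Step two: 15 min room-temperature incubation. Step three: Ub-Rho (150nM final) starts cleavage, tracked by fluorescence over six one-minute reads.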
Active calls of the source: *; u = inconclusive. The call rests on the fitted dose curve; in most records, active means well fitted inhibition curve with a large enough effect; inconclusive means small, poorly fitted or top-dose-only effect; inactive means no such curve, though single readings can be large or run the other way. On the % scale 0 is the no-effect control and ±100 the full control effect; potency means the concentration at half of the fitted maximal effect.

SMILES | IDH1 R132H inh | USP1-UAF1 inh
O[C@@H]1C[C@H](c2ccccc2)N(CC2CCCCC2)C[C@H]1n1cc(C2CC2)nn1 | -6.8% | 6.9%
CCOC(=O)c1c(C)[nH]c(C(=O)OCc2nc3ccsc3c(=O)[nH]2)c1C | 10.0% | -22.5%
Cc1ccccc1Oc1ccc2c(c1)[C@@H]1C[C@H](N(C)C(=S)Nc3ccc(F)cc3)[C@H]([C@H](C)O)C(=O)N1CC2 | 2.6% | -7.6%
O=C(NCCc1ccccc1)c1c[nH]c2ccccc2c1=O | 12.1% | -12.1%
O=C(Nc1ncccc1O)c1ccc(S(=O)(=O)NCc2ccco2)cc1 | -4.5% | -2.8%
COc1ccc2cc(C#CC3=CC(=O)C[C@H](c4ccc(F)cc4)C3)ccc2c1 | 1.8% | -15.4%
CCN(Cc1ccncc1)C(=S)Nc1ccccc1C | -4.7% | -21.6%
CC(C)CCn1nc(C(=O)OCC(=O)NC(C)c2ccccc2)c2ccccc2c1=O (stereo not given) | -28.2% | -8.0%
O=C(Nc1ccc(S(=O)(=O)NC2=NCCCCC2)cc1)c1cccc(OC(F)F)c1 | 7.3% | -23.2%
Cc1ccc(C(=O)OCC(=O)Nc2cccc(Br)c2)s1 | -3.4% | -1.4%
Cc1cc(F)ccc1NC(=O)c1ccc(NS(=O)(=O)c2cccs2)cc1 | 2.0% | -6.6%
Cc1cc(C(=O)CCC(=O)N(C)CC2COc3ccccc3O2)c(C)s1 (stereo not given) | 12.7% | -19.1%
CCCCCCN1C[C@@H](O)[C@H](n2cc(COC(=O)c3ccccc3)nn2)C[C@@H]1c1ccc(C)cc1 | 14.7% | -22.0%
C[C@@H]1CN([C@H](C)CO)C(=O)c2cc(-c3ccc(F)cc3)cnc2O[C@H]1CN(C)C(=O)c1ccc(F)cc1 | 3.0% | -5.5%
C[C@H]1CN([C@@H](C)CO)C(=O)CCCn2nncc2CO[C@@H]1CN(C)C(=O)c1ccncc1 | 14.8% | -18.4%
OCc1nc2ccccc2n1CCCc1ccccc1 | 2.8% | -22.4%
CC(=NNC(=S)Nc1ccccc1)c1ccccn1 | 11.8% | -19.4%
COc1ccc(N2CSC(=S)N(c3ccc(OC)cc3)C2)cc1 | 11.8% | -21.7%
O=C(c1cccs1)N1CCN(Cc2nc(-c3ccccc3)no2)CC1 | 1.2% | -14.7%
Cn1c(=O)c2c(-c3ccccc3)n(-c3ccccc3N)cc2n(C)c1=O | 0.4% | -3.1%
CCN(CC)C(=O)C1=C(C)N(Cc2ccc(F)cc2)C(=O)C(CC(=O)NCC2CCCCC2)C1 (stereo not given) | 5.5% | -9.7%
COc1ccc(CN(C)C(=O)c2cccc(S(=O)(=O)NCc3ccccc3)c2)cc1F | 11.4% | -13.7%
CN(c1ccccc1)S(=O)(=O)c1ccc(C(=O)Nc2cccc(S(=O)(=O)N3CCOCC3)c2)cc1 | -1.3% | -2.3%
C[C@H]1CN([C@@H](C)CO)C(=O)CCCn2nncc2CO[C@@H]1CN(C)S(=O)(=O)c1ccc(Oc2ccccc2)nc1 | -3.1% | -22.8%
COc1cccc(/C=C/C(=O)OCC(=O)Nc2ccc3c(c2)OCCO3)c1 | 4.8% | -15.7%

Ordered by the number under USP1-UAF1 inh (falling): 5 from the list above.
SMILES | IDH1 R132H inh | USP1-UAF1 inh
Cc1ccc(C(=O)OCC(=O)Nc2cccc(Br)c2)s1 | -3.4% | -1.4%
C[C@@H]1CN([C@H](C)CO)C(=O)c2cc(-c3ccc(F)cc3)cnc2O[C@H]1CN(C)C(=O)c1ccc(F)cc1 | 3.0% | -5.5%
CC(C)CCn1nc(C(=O)OCC(=O)NC(C)c2ccccc2)c2ccccc2c1=O (stereo not given) | -28.2% | -8.0%
COc1ccc(CN(C)C(=O)c2cccc(S(=O)(=O)NCc3ccccc3)c2)cc1F | 11.4% | -13.7%
C[C@H]1CN([C@@H](C)CO)C(=O)CCCn2nncc2CO[C@@H]1CN(C)S(=O)(=O)c1ccc(Oc2ccccc2)nc1 | -3.1% | -22.8%

2 entries drawn at random from the list so far:
SMILES | IDH1 R132H inh | USP1-UAF1 inh
COc1ccc(CN(C)C(=O)c2cccc(S(=O)(=O)NCc3ccccc3)c2)cc1F | 11.4% | -13.7%
CC(C)CCn1nc(C(=O)OCC(=O)NC(C)c2ccccc2)c2ccccc2c1=O (stereo not given) | -28.2% | -8.0%

Remaining list, next part
SMILES | IDH1 R132H inh | USP1-UAF1 inh
COc1ccc(Br)cc1C1=CC(=O)C[C@H](c2ccc(F)cc2)C1 | 6.5% | -24.8%
CC(C)CC1NC(=O)c2cccnc2-n2c1nc1cc(F)ccc1c2=O (stereo not given) | 2.0% | -10.6%
CCCN(CC(=O)NC(=O)NCc1ccccc1)CC(=O)Nc1ccc(F)c(F)c1F | 0.5% | -19.3%
CCN(CC)C(=O)C1=C(C)N(CCCOC)C(=O)C(CC(=O)NCCc2ccccn2)C1 (stereo not given) | -0.9% | -2.6%
CSc1nc(SCc2ccccc2)[nH]c(=O)n1 | 0.9% | 3.7%
C=CCN1C(c2cccc(C(F)(F)F)c2)=CS/C1=C(\C#N)c1nnc(N2CCOCC2)n1-c1ccccc1 | 13.6% | -24.2%
O=C(NC(=S)Nc1cccnc1)c1cccc(Cl)c1 | -7.4% | -23.9%
CC(=O)c1c(C)[nH]c(C(=O)Nc2ccc(N3CCCCCC3)cc2)c1C | 10.1% | -9.9%
CC1C(c2ccccc2)OCCN1C(=S)Nc1ccc(S(=O)(=O)N2CCCCC2)cc1 (stereo not given) | 1.2% | u
CCCCCCCCCC1(CC(=O)OCC)SCCN1C(N)=O (stereo not given) | -12.7% | u
CC1C(=O)N(Cc2cn(CCC3OCCCO3)nn2)CCS(=O)(=O)N1Cc1ccc(-c2cccc(N(C)C)c2)cc1 (stereo not given) | 4.0% | -13.0%
O=[N+]([O-])c1cc2c(c([N+](=O)[O-])c1)Nc1ccccc1O2 | 0.0% | -24.7%
O=C(c1ccc(F)cc1)N1CCC(C(=O)N2CCCc3ccccc32)CC1 | -11.0% | -12.1%
O=C(Nc1ccc(Cl)cc1C(=O)c1ccccn1)c1ccccc1 | -13.2% | -20.1%
COc1ccccc1NC(=O)N(C)C[C@@H]1OCc2cnnn2CCCC(=O)N([C@@H](C)CO)C[C@@H]1C | -1.3% | -22.3%
Cc1cccc(C)c1NC(=O)CN1CCN(C(=O)c2cc(C3CC3)nn2-c2ccccc2)CC1 | 0.3% | 8.5%
O=c1[nH]c2ccccc2c(=O)c2ccccc12 | 5.5% | -24.6%
COc1ccc(/C=C/C(=O)OCC(=O)N2c3ccccc3CC2C)cc1OC (stereo not given) | -1.3% | -19.1%
CCOC(=O)C1=C(Nc2ccc(OC)cc2)C(N)=NC1=N | -1.6% | -19.2%
O=C1NC(Cc2ccccc2)c2nc3ccc(F)cc3c(=O)n2-c2cc3ccccc3cc21 (stereo not given) | -1.6% | -18.6%
Nc1cc(S(=O)(=O)c2ccc(N3CCCCC3)c(N)c2)ccc1N1CCCCC1 | 2.5% | u
CCCCN1C(=O)C(CC(=O)NCCN2CCOCC2)CC(C(=O)N(C(C)C)C(C)C)=C1C (stereo not given) | 11.7% | -26.6%
Cc1ccc(S(=O)(=O)N2C[C@@H](C)[C@]3(C2)[C@H](O)[C@H](OC(=O)NCc2ccccc2)C[C@H]2C(=O)N(c4ccccc4)C(=O)[C@H]23)cc1 | 4.1% | -20.4%
COc1cc(-n2c(C)nc3ncn(-c4ccccc4)c3c2=O)cc(OC)c1OC | 9.1% | -8.1%
NC(=O)CC1(c2ccccc2)CCCCC1 | 16.6% | u

The list continues:
SMILES | IDH1 R132H inh | USP1-UAF1 inh
C[C@@H]1CN([C@H](C)CO)C(=O)c2cc(-c3ccc(C(=O)N(C)C)cc3)cnc2O[C@@H]1CN(C)C(=O)c1cccnc1 | -7.2% | -0.3%
Cc1ccc(S(=O)(=O)N2C[C@@H](C)[C@]3(C2)[C@H](O)[C@H](OC(=O)Nc2c(C)noc2C)C[C@H]2C(=O)N(c4ccccc4)C(=O)[C@H]23)cc1 | 6.4% | -26.4%
COc1ccc(S(=O)(=O)N(C)C[C@@H]2OCc3cnnn3CCCC(=O)N([C@H](C)CO)C[C@H]2C)cc1 | 19.1% | 2.9%
O=C(CSc1nnc(N2CCCC2)n1-c1cccc(Cl)c1)N1CCN(c2ccccn2)CC1 | 0.4% | -13.5%
C[C@H](CO)N1C[C@H](C)[C@@H](CN(C)Cc2ccc3cccnc3c2)OCc2cnnn2CCCC1=O | -6.9% | -4.9%
COc1ccc(NC(=O)N(C)C[C@@H]2OCc3ccccc3-c3c(n(C)c4ccccc34)C(=O)N([C@H](C)CO)C[C@H]2C)c(OC)c1 | 3.1% | -20.2%
O=C(COc1cccc(Br)c1)N/N=C/c1ccc2c(c1)OCCO2 | -3.1% | -9.9%
O=C(Nc1cccc(-c2ccc(N3CCOCC3)nn2)c1)c1cccc(Cl)c1 | 11.2% | -19.0%
C[C@@H]1CN([C@@H](C)CO)C(=O)CCCn2nncc2CO[C@@H]1CN(C)C(=O)Nc1cccc2ccccc12 | 7.0% | u
CCCCCC(=O)N1C[C@@H](n2cc(C3CC3)nn2)[C@H](O)C[C@@H]1c1ccccc1 | -7.0% | 1.7%
COc1ccccc1-c1cc2nc(-c3ccccc3)cc(N3CCN(C(=O)c4ccco4)CC3)n2n1 | -3.0% | -28.2%
O=C(O)c1sc(C(=O)O)c(-c2ccccc2)c1-c1ccccc1 | 5.3% | -24.8%
C[C@H]1CN([C@@H](C)CO)S(=O)(=O)c2ccc(C#CC3CC3)cc2O[C@H]1CN(C)C(=O)c1cccnc1 | -10.5% | -14.8%
Cc1ccccc1OCCOC(=O)c1cc(S(=O)(=O)N2CCOCC2)ccc1C | -6.2% | -12.3%
C[C@@H]1CN([C@H](C)CO)C(=O)CCCn2nncc2CO[C@H]1CN(C)S(=O)(=O)c1cccc(F)c1 | 3.1% | -10.7%
CS(=O)(=O)Nc1ccc2c(c1)[C@H]1C[C@H](CC(=O)NCc3ccccc3)O[C@H](CO)[C@H]1O2 | -2.4% | u
C[C@@H]1CCCCO[C@@H](CN(C)S(=O)(=O)c2cn(C)cn2)[C@@H](C)CN([C@H](C)CO)C(=O)c2cc(N(C)C)ccc2O1 | 15.3% | -32.0%
NS(=O)(=O)c1ccc(NCc2cnc3ccccc3n2)cc1 | 15.0% | -12.6%
CC(C)N1CC2(CC(c3ccccc3F)=NO2)CN1C(=O)c1ccc(C(C)(C)C)cc1 (stereo not given) | -5.9% | -20.8%
CN(CC(=O)Nc1cc(Cl)ccc1-n1cncn1)Cc1ccccc1N1CCOCC1 | 13.6% | -14.7%
CSc1ncnc2c1ncn2CCCNC1CCN(Cc2ccccc2)CC1 | 1.6% | 8.0%
COc1ccc(/C=C(/NC(=O)c2ccc(Br)cc2)C(=O)Nc2cccc(C(=O)O)c2)cc1 | -3.8% | -20.5%
O=C(N/N=C/c1ccc(Cl)cc1)c1ccc2nc[nH]c2c1 | -9.4% | -15.2%
Cn1cnc2ncnn2c1=S | -1.5% | -12.1%
CCOC(=O)c1cc(-c2sc(NC(=O)c3ccccc3)nc2C)n(Cc2ccccc2)n1 | 17.1% | -15.0%

Going on with the list.
SMILES | IDH1 R132H inh | USP1-UAF1 inh
CCN1C(=O)[C@H]2[C@@H](c3ccc(C(F)(F)F)cc3)N[C@]3(CCCN(Cc4ccc(F)cc4)C3=O)[C@H]2C1=O | 8.9% | -1.2%
O=C(O)c1ccc(N2C(=O)c3ccccc3C2=O)cc1[N+](=O)[O-] | -1.1% | 0.1%
CC(C)c1ccc(NC(=O)COC(=O)Cn2cnc3c2c(=O)n(C)c(=O)n3C)cc1 | -0.9% | -21.5%
C[C@@H]1CN([C@@H](C)CO)C(=O)CCCn2cc(nn2)CO[C@H]1CN(C)C(=O)Oc1ccccc1 | 2.4% | -22.1%
O=C(Nc1ccccc1N1CCOCC1)c1cccc2ccccc12 | -3.1% | -26.0%
Cn1c(-c2ccccc2)cc(=O)cc1-c1ccccc1 | -5.3% | -2.9%
C[C@@H]1CN([C@H](C)CO)C(=O)CCCn2nncc2CO[C@@H]1CN(C)S(=O)(=O)c1cccs1 | 1.7% | -18.2%
COc1ccc(-c2noc(CN(C)C(=O)CCCN3C(=O)[C@H]4CC=CC[C@H]4C3=O)n2)cc1 | 8.5% | -22.9%
Cc1ccc(S(=O)(=O)N2CCCc3ccccc32)cc1 | 8.5% | 0.0%
O=S(=O)(Nc1cccc(S(=O)(=O)N2CCCC2)c1)c1ccc(Br)cc1 | 8.6% | -28.5%
COc1ccc(NC(=O)N(C)[C@H]2C[C@H]3c4[nH]c5ccc(-c6ccc(OC)cc6)cc5c4CCN3C(=O)[C@H]2[C@H](C)O)cc1 | -6.0% | -10.8%
Cc1nn(CC(C)C)c(Cl)c1C(=O)NCC(C)(C)N1CCOCC1 | -2.9% | -22.3%
COc1ccc(NC(=O)N(C)[C@H]2C[C@H]3c4[nH]c5ccccc5c4CCN3C(=O)[C@H]2CO)cc1 | -2.5% | -22.1%

Of the compounds above, 2 contain a furan ring, fused or not.
SMILES | IDH1 R132H inh | USP1-UAF1 inh
O=C(Nc1ncccc1O)c1ccc(S(=O)(=O)NCc2ccco2)cc1 | -4.5% | -2.8%
COc1ccccc1-c1cc2nc(-c3ccccc3)cc(N3CCN(C(=O)c4ccco4)CC3)n2n1 | -3.0% | -28.2%

Bioassay records deposited in PubChem by National Center for Advancing Translational Sciences (NCATS).

An excerpt. The share of hits here may be higher or lower than overall.
